Screens deposited in PubChem by Sanford-Burnham Center for Chemical Genomics.
SENP8 inh – human SENP8 protease inhibitors, primary screen, biochemical, fluorescence, Nedd8 protein substrate, uHTS; Sentrin-specific protease 8 (Homo sapiens), Q96LD8; recombinant SENP8; inhibition, % at 20 µM; 360,000 compounds, 0.64% hits; AID 602440, 2012; in the data active = inhibition mostly above about 40%, no sharp cut-off; inactive = mostly below about 27%
Target sequence (Q96LD8 whole entry, looked up): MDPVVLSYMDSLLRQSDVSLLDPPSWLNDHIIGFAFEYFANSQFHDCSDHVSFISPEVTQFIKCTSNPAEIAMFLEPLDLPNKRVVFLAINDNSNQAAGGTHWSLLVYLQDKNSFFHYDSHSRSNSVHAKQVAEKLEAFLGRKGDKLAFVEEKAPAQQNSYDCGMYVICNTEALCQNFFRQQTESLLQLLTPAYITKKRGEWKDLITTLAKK
ATG4B inhibitor – ATG4B protease inhibitors, primary screen, biochemical, fluorescence, uHTS | ATG4B cleavage of LC3-PLA2, NBD-HPC fluorescence, 1 h | AID 504462, 2011 | inhibition, % at 8.33 µM | Cysteine protease ATG4B (Homo sapiens), Q9Y4P1 | 340,000 compounds, 0.51% hits; in the data active = inhibition above about 40%
SENP7 block – SENP7 protease inhibitors, primary screen, biochemical, luminescence, uHTS; Sentrin-specific protease 7 (Homo sapiens), Q9BQF6; recombinant SENP7, Z-RLRGG-aminoluciferin luminescence, 40 min; inhibition, % at 5 µM; 330,000 compounds, 1.5% hits;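 active = inhibition above about 50% at the single test dose, limit read from the data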;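 also: plate controls were DMSO with enzyme for no effect and no enzyme buffer wells for full effect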
MPTP block – mitochondrial permeability transition pore inhibitors, primary screen, biochemical, isolated mouse mitochondria, absorbance; Ca2+ swelling absorbance, 30 min; inhibition, % at 10 µM; 360,000 compounds, 1.4% hits; AID 602449, 2012;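 active = inhibition of 50% or more, scaled per plate between neutral and stimulator controls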;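 also: 0% = DMSO wells given calcium and 100% = 1 mM EGTA wells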
GRIN3A LBD mod – binders of NR3A ligand-binding domain, primary screen, biophysical, differential scanning fluorimetry, uHTS | NR3A LBD differential scanning fluorimetry, Tm shift; 0% = protein alone, 100% = glycine-bound protein | Glutamate receptor ionotropic, NMDA 3A (GRIN3A) ligand-binding domain | 340,000 compounds, 2.5% hits | AID 1259313, 2017 | Tm shift relative to glycine control, % at 25 µM;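 active = melting temperature shift of at least 10% of the positive control shift, at one fixed dose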
SENP6 block – SENP6 protease inhibitors, primary screen, biochemical, luminescence, uHTS. Recombinant SENP6 catalytic domain, aminoluciferin luminescence. inhibition, % at 10 µM. 330,000 compounds, 1.8% hits;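 active = inhibition above about 50% at the single tested dose, limit read from the data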;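 also: plate controls were DMSO wells with enzyme for no effect and DMSO wells lacking enzyme for full effect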
HKDC1 inh – HKDC1 hexokinase inhibitors, primary screen, biochemical, fluorescence, uHTS. 340,000 compounds, 0.16% hits. recombinant HKDC1, G6PDH/diaphorase resazurin coupled fluorescence. inhibition, % at 20 µM. Q2TB90. AID 493160, 2011;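 active = inhibition above about 35% when tested at 20 µM, limit read from the data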;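 also: plate controls were DMSO wells with enzyme for no effect and DMSO wells lacking enzyme for full effect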
Target sequence (Q2TB90 whole entry, looked up): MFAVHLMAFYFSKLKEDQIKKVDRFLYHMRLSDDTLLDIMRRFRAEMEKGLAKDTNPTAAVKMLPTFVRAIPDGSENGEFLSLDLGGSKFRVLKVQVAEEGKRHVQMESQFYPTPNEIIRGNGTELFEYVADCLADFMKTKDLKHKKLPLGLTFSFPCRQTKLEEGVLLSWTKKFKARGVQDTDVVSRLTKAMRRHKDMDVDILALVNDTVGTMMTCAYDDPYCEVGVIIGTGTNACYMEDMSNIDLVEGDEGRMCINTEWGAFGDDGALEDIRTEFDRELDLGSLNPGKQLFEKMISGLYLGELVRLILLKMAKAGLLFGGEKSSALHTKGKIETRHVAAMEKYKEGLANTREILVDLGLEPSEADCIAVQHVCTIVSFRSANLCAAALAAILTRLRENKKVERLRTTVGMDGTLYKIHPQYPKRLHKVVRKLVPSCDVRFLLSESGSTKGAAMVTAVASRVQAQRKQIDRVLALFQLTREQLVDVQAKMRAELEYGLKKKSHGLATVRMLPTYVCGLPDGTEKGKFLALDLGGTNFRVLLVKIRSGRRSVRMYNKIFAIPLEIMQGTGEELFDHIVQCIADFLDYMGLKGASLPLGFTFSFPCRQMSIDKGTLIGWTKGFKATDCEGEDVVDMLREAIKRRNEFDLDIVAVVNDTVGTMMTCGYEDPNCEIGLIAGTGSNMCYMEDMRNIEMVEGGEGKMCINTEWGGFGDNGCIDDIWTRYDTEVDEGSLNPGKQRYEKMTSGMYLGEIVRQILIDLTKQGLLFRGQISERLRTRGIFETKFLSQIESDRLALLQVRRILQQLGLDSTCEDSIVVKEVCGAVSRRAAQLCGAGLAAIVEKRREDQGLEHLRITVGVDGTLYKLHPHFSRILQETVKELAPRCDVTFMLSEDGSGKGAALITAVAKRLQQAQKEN
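Test system: recombinant HKDC1 (HK5) hexokinase enzyme, produced in-house; Amount: enzyme 5 µg/mL final; Buffer or medium: Tris pH 8.0 buffer with MgCl2, Tween-20, BSA, BME; Reagent: glucose and ATP substrates; Doses: 20 µM test compound, 1% DMSO; Incubation: 90 min reaction incubation at room temperature, dark; Detection: resorufin fluorescence at 613 nm.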
PfGluPho inh – PfG6PD enzyme inhibitors, primary screen, biochemical, fluorescence intensity, uHTS; 350,000 compounds, 0.78% hits; PfGluPho enzyme, NADPH resazurin-diaphorase fluorescence; inhibition, % at 20 µM; glucose-6-phosphate dehydrogenase-6-phosphogluconolactonase (Plasmodium falciparum 3D7);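 active = inhibition reaching at least a set limit at 20 µM in the primary screen, cut at about 59% in these data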;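 also: 0% = DMSO wells with substrate and 100% = DMSO wells lacking glucose-6-phosphate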
Starred values were filed as active, the others as inactive; . = no result given.

SMILES	SENP8 inh	ATG4B inhibitor	SENP7 block	MPTP block	GRIN3A LBD mod	SENP6 block	HKDC1 inh	PfGluPho inh
O=C(COC(=O)C1(c2ccc(Cl)cc2)CCCC1)N1CCc2ccccc21	14.1	35.6	-1.8	1.7	-0.6	-17.2	-17.1	7.3
COCc1cc(C)nc(OCC(=O)N/N=C/c2ccco2)c1C#N	-280.4	35.0	5.8	-0.8	1.0	-12.7	10.0	-11.0
COCC(C)n1c(C)cc(C(=O)COC(=O)CN=C2NS(=O)(=O)c3ccccc32)c1C (stereo unspecified)	10.7	-11.5	5.5	6.6	10.2*	12.1	-6.7	9.3
CCOC(=O)C(C)Sc1nnc2c3ccccc3n(C)c2n1 (stereo unspecified)	-1.8	-9.8	3.5	0.2	-2.2	-2.8	0.1	15.6
Cc1cccc(NC2CNC(=O)NC2=O)c1 (stereo unspecified)	-1.0	-2.3	.	-2.8	5.6	.	-6.8	-0.5
N/C(=N\OC(=O)Cc1ccc(-c2ccccc2)cc1)c1cccc([N+](=O)[O-])c1	18.1	15.4	-1.4	-1.0	2.1	-3.9	9.7	-2.0
COc1ccc(C2C(C#N)=C(C)NC3=C2S(=O)(=O)c2ccccc23)cc1 (stereo unspecified)	-244.7	-24.6	-11.9	1.0	-6.3	-3.2	3.8	-5.5
COC(=O)c1ccc(C)c(NC(=O)CCNC(=O)c2ccc([N+](=O)[O-])cc2)c1	7.1	7.0	-4.1	0.0	-0.7	-10.0	-15.2	12.1
CCOC(=O)[C@H]1[C@H]2COc3cc(OC)ccc3[C@@H]2N2C(=O)CN(CC3CCCO3)C(=O)[C@@]12C (stereo partly specified)	-2.4	2.2	-6.9	-0.6	-0.1	-13.7	-4.1	0.1
Cc1cc(NS(=O)(=O)c2ccc(NC(=O)c3ccccc3C)cc2)no1	1.5	-1.3	-8.3	-0.2	1.1	-10.8	-3.5	-15.6
CCN(C(=O)Cn1c(=O)oc2ccccc21)c1cccc(C)c1	15.7	4.7	5.8	3.5	-3.6	-12.4	-2.4	-4.5
Nc1nnc(SCC(=O)Nc2cc(S(=O)(=O)N3CCOCC3)ccc2N2CCCC2)s1	-1.1	-25.3	7.8	-0.4	3.1	-1.7	-1.6	17.6
COC(=O)c1sc(NC(=S)NC(=O)c2cccc(C)c2)nc1C	21.3	-9.4	3.0	6.4	2.0	37.3	2.0	-10.6
O=C(/C=C/C=C/c1ccccc1)CC1(O)C(=O)N(CCc2ccccc2)c2ccccc21 (stereo unspecified)	21.6	-1.9	-1.2	-1.0	-7.9	-7.2	5.7	19.6
COc1cccc(C(=O)Nc2ccc3c(c2)C(=O)N(CCC(=O)O)C3=O)c1	-233.1	4.2	-4.5	0.5	-3.9	8.5	-10.6	-17.7
Cc1cccc(NC(=O)c2ccccc2-c2ccccc2)c1	-5.2	0.8	-1.8	-1.2	-1.4	-42.0	-5.4	-9.1
CC(C)(C)CC(=O)Nc1cc2c3c(c1)CCN3C(=O)CC2	6.7	-3.6	-12.2	1.0	-0.1	-8.3	1.8	8.2
Cc1cc(C)n(-c2ccc(C(=O)OCC(=O)N3CCN(c4ccccc4)CC3)cc2)n1	13.7	-12.6	-1.5	-2.3	2.6	-12.9	-3.0	3.3
CC(O)[C@H]1CNC(=O)C(=O)N1CC(C)(C)C (stereo partly specified)	12.2	-8.0	1.4	-2.0	0.1	-9.8	-3.3	-9.7
CCCC(=O)Nc1nnc(-c2ccc3c(c2)OCO3)s1	-414.5	-4.5	12.9	1.0	1.0	-13.1	-1.2	6.3
COc1ccc(CCNC(=O)CSc2ncn[nH]2)cc1	16.6	3.2	5.7	0.2	-0.2	11.5	0.9	-7.6
O=C(CO/N=C\c1ccccc1)Nc1ccccc1C(=O)N1CCOCC1	22.2	2.1	-9.3	0.8	1.9	1.7	-14.0	-5.4
O=C(Cc1ccc(Br)cc1)Nc1nc2ccccc2[nH]1	-25.0	1.9	-9.7	1.9	-2.2	-24.5	-1.4	-0.7
CCCCCCCCC(=O)NC(NC(=S)N1CCOCC1)C(Cl)(Cl)Cl (stereo unspecified)	6.8	0.9	5.1	88.4*	-1.5	-22.9	2.1	5.8
COc1ccc(OC)c(NS(=O)(=O)c2ccc(Cl)s2)c1	6.8	-6.7	-2.6	2.2	1.7	9.7	-9.4	15.1
CC1(C)CC(=NOC(=O)c2ccccc2)CC(C)(C)N1O	21.4	1.5	-1.1	-0.8	-1.7	-11.2	5.6	-5.0
O=C(COc1ccccc1)Nc1nc2ccccc2[nH]1	2.4	-10.5	-7.8	-0.5	-2.9	-22.6	-3.9	-1.9
CN(Cc1ccccc1)c1ccc([N+](=O)[O-])cc1C(=O)O	13.1	-3.4	9.0	0.1	1.2	10.7	-5.5	2.9
Cc1ccc(Cl)cc1N1CCN(S(=O)(=O)N2CCCCC2)CC1	12.6	3.1	.	1.3	1.9	.	-4.8	13.5
CCN(Cc1ccncc1)C(=S)Nc1c(C)cccc1C	12.3	3.6	0.6	0.4	-5.0	-13.8	5.6	-4.5
C=CC(C)(C)c1cc2cc3ccoc3cc2oc1=O	-72.1	8.9	-3.2	6.5	3.1	-6.1	6.3	-3.7
O=C(c1c[nH]c2ccc(S(=O)(=O)N3CCOCC3)cc2c1=O)N1CCCC1	-197.8	12.2	2.2	-1.8	-3.4	20.9	-8.2	6.5
Cc1ccc(NC(=O)CNc2ccc(Cl)cc2F)cc1	-2.2	-6.8	9.9	5.1	5.6	-21.7	-5.4	15.4
Cc1cc(NC(=O)Cc2csc(-c3ccccc3)n2)ccc1Br	7.9	15.5	.	23.5	8.1	.	-5.4	10.9
Cc1ccccc1NC(=O)CCNS(=O)(=O)c1ccc2[nH]c(=O)oc2c1	11.6	-9.7	4.4	-1.8	0.7	0.6	-3.6	-3.1
O=C(CCC(=O)Nc1ccc(F)cc1)N/N=C/c1ccc(O)cc1O	6.8	2.2	0.8	1.3	-10.5	14.3	-24.2	-10.6
Cc1cccc(NC(=O)c2cc(Cl)ccc2[N+](=O)[O-])c1	13.4	-2.6	6.8	0.8	6.6	-6.8	-0.4	-3.0
CCC(=O)c1c[nH]c(C(=O)NCCCN2CCOCC2)c1	14.6	7.8	10.8	-1.1	2.1	-27.5	2.8	-15.1
COC(=O)C1=C(C(=O)OC)[C@@H]2N(C)c3ccccc3[C@@]23C[C@@H](CO)N=C3N1	.	2.6	-10.8	.	0.6	-20.9	-1.3	-18.4
O=C(OCc1c(Cl)nc2sccn12)c1cc2c(s1)CCCC2	17.7	-2.6	1.1	1.2	2.8	-7.3	-0.3	-3.3
C=CCN(c1ccc(C(=O)NCCSc2ccccc2)cc1)S(C)(=O)=O	8.9	-2.5	-13.0	-1.3	0.7	-0.8	-3.0	-21.7
COc1ccc(C(CNC(=O)COc2ccccc2)N2CCCCC2)cc1 (stereo unspecified)	17.3	-3.9	7.9	0.4	-0.3	-13.6	0.7	-14.2
O=C(COc1ccc(Cl)cc1Cl)Nn1c(=S)[nH]c2ncccc2c1=O	4.2	8.2	3.7	3.1	-6.3	1.0	-22.1	-23.0
Cc1ccc(-c2noc(C3CCN(C(=O)Nc4ccc(C#N)cc4)CC3)n2)o1	15.0	-7.3	1.2	37.8	0.8	1.2	-2.0	1.7
Cc1ccc(C(=O)CSc2nsc(C)c2C#N)cc1	14.8	-5.7	-3.3	0.7	14.7*	-8.8	-4.1	52.5
COC(=O)[C@H](CC(C)C)NC(=O)NCc1ccc(Cl)cc1	0.4	-5.5	5.8	1.9	3.0	-12.7	-3.1	2.1
Cc1ccc(CN2CC(C(=O)NCC(=O)Nc3c(C)cccc3C)CC2=O)cc1 (stereo unspecified)	12.2	12.2	5.0	1.4	0.6	9.4	1.1	-8.0
CC1Cc2ccccc2N1c1ncnc(N)c1[N+](=O)[O-] (stereo unspecified)	8.9	-9.8	-4.6	0.1	-0.8	3.6	5.8	16.3
O=S(=O)(Nc1nccs1)c1ccc(Br)cc1	17.6	1.7	-17.7	1.0	-0.8	-28.3	2.3	2.0
CN(C1CC(C)(C)N(O)C(C)(C)C1)S(=O)(=O)CC12CCC(CC1=O)C2(C)C (stereo unspecified)	14.9	4.7	-8.9	-2.7	-2.0	-21.8	-0.2	-8.2
O=C(CSc1nc2ccccc2s1)N1CCN(C(=O)c2ccco2)CC1	14.3	-7.5	1.6	-13.9	-1.1	-16.4	-5.3	22.6
CCN(CC)S(=O)(=O)c1ccc2oc(SCC(=O)NCc3ccccc3)nc2c1	1.7	2.8	6.1	3.8	-2.6	8.5	-2.1	5.8
O=C(NCc1ccccn1)c1ccc(OC2CCN(Cc3ccc(Cl)s3)CC2)cc1	8.4	30.0	6.0	0.9	1.5	8.8	4.2	-7.5
Cc1cc(C(=O)Cn2cc([N+](=O)[O-])ccc2=O)c(C)n1CC1CCCO1 (stereo unspecified)	30.7	-1.9	-13.2	0.0	1.8	-9.6	-6.8	5.8
O=C(Nc1ccc(F)cc1F)c1cc2nc3c(c(C(F)(F)F)n2n1)CCCC3	-262.3	-4.6	-8.4	0.8	0.8	-2.3	-3.0	7.0
COC(=O)[C@@H](NC(=O)Nc1ccc(OC)cc1)C(C)C	10.7	-3.6	-10.2	-0.5	0.7	5.7	-5.4	-8.6
COc1ccc(CNC(=O)Cn2ncn3c(cc4ccccc43)c2=O)cc1	-251.5	0.0	-5.5	0.6	-0.9	-19.9	0.5	-4.7
Cc1csc(=O)n1CC(=O)OCC(=O)Nc1ccc(C(N)=O)cc1	12.0	5.0	-1.0	-0.3	-0.9	-4.0	1.5	-9.3
CCc1cccc(NC(=O)c2cc(OC)c(OC)c(OC)c2)c1	8.9	-8.8	5.4	-1.0	-1.5	9.4	-1.1	7.5
Cc1cc(C)nc(NC(=O)CN2C(=O)c3ccccc3S2(=O)=O)n1	3.9	6.3	1.0	-1.3	-0.3	2.4	-1.0	-6.2
Other records:
SMILES	SENP8 inh	ATG4B inhibitor	SENP7 block	MPTP block	GRIN3A LBD mod	SENP6 block	HKDC1 inh	PfGluPho inh
c1ccc(-n2nnnc2SCCCSc2nc3ccccc3s2)cc1	2.0	-5.0	0.3	3.3	1.9	-5.1	0.9	5.3
CC(C)n1c(N2CCN(C(=O)c3cccs3)CC2)nc2ccccc21	14.6	-11.4	-13.7	0.0	1.7	-10.1	-3.9	6.2
O=C(N/N=C\c1ccc(COc2ccc([N+](=O)[O-])cc2)o1)c1ccc(Cl)cc1	-4.6	-19.4	-0.4	2.5	2.9	0.5	-1.5	-14.5
O=P(O)(C(O)c1ccccc1)C(O)c1ccccc1 (stereo unspecified)	5.1	2.7	-0.8	0.7	-0.1	2.5	-8.8	2.9

Some of the entries above in a different format.
> COC(=O)c1sc(NC(=S)NC(=O)c2cccc(C)c2)nc1C
  SENP8 inh = 21.3 | ATG4B inhibitor = -9.4 | SENP7 block = 3.0 | MPTP block = 6.4 | GRIN3A LBD mod = 2.0 | SENP6 block = 37.3 | HKDC1 inh = 2.0 | PfGluPho inh = -10.6
> O=C(/C=C/C=C/c1ccccc1)CC1(O)C(=O)N(CCc2ccccc2)c2ccccc21 (stereo unspecified)
  SENP8 inh = 21.6 | ATG4B inhibitor = -1.9 | SENP7 block = -1.2 | MPTP block = -1.0 | GRIN3A LBD mod = -7.9 | SENP6 block = -7.2 | HKDC1 inh = 5.7 | PfGluPho inh = 19.6
> COc1cccc(C(=O)Nc2ccc3c(c2)C(=O)N(CCC(=O)O)C3=O)c1
  SENP8 inh = -233.1 | ATG4B inhibitor = 4.2 | SENP7 block = -4.5 | MPTP block = 0.5 | GRIN3A LBD mod = -3.9 | SENP6 block = 8.5 | HKDC1 inh = -10.6 | PfGluPho inh = -17.7
